Compound activity from PubChem.
HSF1 inhib – HSF1 inhibitors in luciferase reporter cells, primary screen, cell-based, NIH3T3, luminescence; actives 0.77% (n = 300,000); activity change, negative = inhibition, % at 7.5 µM (by protocol); NIH3T3-HGL HSE-luciferase, MG132-induced, luminescence 8 h; hits give low values;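 active means more than half of replicate wells show activity change below -50%, luminescence cut by over half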;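 further: luciferase reports HSF-1 transcriptional activity via heat shock element; 0% = median of DMSO wells and -100% = zero luminescence signal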
GSK3 alpha inh – blockers of GSK3A enzyme activity – biochemical, luminescence, cell-free homogeneous, HTS, primary screen. Glycogen synthase kinase-3 alpha (Homo sapiens), P49840. GSK-3 alpha kinase, ADP-Glo luminescence, 60 min. inhibition, % at 10 µM. actives 0.1% (n = 320,000);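 in the data active means inhibition above about 50%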;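 further: GST-tagged GSK-3 alpha with peptide substrate and 25 µM ATP; 0% = DMSO neutral wells and 100% = GW8510 positive control wells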
Target sequence (P49840 whole entry, looked up): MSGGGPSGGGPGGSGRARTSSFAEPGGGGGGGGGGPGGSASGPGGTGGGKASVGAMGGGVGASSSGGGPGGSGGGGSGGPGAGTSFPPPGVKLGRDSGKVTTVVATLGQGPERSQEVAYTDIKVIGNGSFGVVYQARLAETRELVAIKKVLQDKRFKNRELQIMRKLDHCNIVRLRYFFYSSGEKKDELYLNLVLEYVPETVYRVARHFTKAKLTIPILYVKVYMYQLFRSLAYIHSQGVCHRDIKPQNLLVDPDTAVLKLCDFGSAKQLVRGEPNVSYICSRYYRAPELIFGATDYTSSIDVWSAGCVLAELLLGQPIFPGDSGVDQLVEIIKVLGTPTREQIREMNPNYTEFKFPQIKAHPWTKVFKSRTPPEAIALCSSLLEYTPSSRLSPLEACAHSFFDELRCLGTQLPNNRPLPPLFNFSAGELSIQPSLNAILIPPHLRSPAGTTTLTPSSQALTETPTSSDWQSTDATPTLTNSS
GSK3beta inhib – human GSK3beta kinase inhibitors, primary screen, biochemical, cell-free homogeneous, HTS. actives 0.038% (n = 300,000). activity score (negative = inhibition), % at 10 µM. GST-GSK3beta kinase, ADP-Glo luminescence, 60 min; hits give low values;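 active means more than half of replicate wells score below -50%, meaning over 50% inhibition versus plate controls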;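 further: 0% = median DMSO wells and -100% = median GW8510 positive control wells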
Target sequence (P49841 whole entry, looked up): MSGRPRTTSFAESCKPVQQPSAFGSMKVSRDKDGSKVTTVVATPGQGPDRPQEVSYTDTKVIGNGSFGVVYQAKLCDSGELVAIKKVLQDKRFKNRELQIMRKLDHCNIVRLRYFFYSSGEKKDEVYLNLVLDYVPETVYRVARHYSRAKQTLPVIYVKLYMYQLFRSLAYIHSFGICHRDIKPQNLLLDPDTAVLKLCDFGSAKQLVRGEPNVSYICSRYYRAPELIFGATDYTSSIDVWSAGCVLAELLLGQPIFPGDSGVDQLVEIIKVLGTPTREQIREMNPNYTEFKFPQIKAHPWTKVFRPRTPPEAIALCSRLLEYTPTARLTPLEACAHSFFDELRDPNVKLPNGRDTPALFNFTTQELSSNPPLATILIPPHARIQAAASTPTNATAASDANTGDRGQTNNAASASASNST
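Assay system: GST-tagged human GSK3beta kinase, cell-free; Input: 1.6 ng GSK3beta; Medium: Tris/MgCl2 kinase buffer; Timing: 60 min enzyme reaction, room temperature; Signal: ADP-Glo luminescence quantifying ADP generated by kinase; Evaluation: score relative to plate controls; Benchmarks: DMSO neutral wells and GW8510 at 20 µM as positive.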
HIF activator – HIF pathway transcriptional activators, primary screen, cell-based, U2OS HRE-luciferase, luminescence. actives 0.32% (n = 300,000). U2OS HRE-luciferase reporter; normalized: DMSO 0%, desferrioxamine 100%. AID 1910, 2009. activation, % at 7.5 µM (by protocol);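 active means mean activation of at least 10% of the iron chelator positive control signal, with at least half of replicates also reaching 10%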
AI-2 QS mod – Vibrio harveyi AI-2 quorum sensing modulators, primary screen, JMH597 strain, luminescence/OD600 ratio; Vibrio harveyi JMH597 AI-2 luminescence/OD600 ratio, 9 h; hits give low values; strain lacks LuxN and CqsS sensors; 0 = neutral-control median; activity change, % at 7.5 µM; actives 0.4% (n = 300,000); AID 2094, 2009; in the data active means activity change below about -75%, passing the limit was not always enough;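 further: luminescence divided by OD600 gain over 9 h not by final OD600 alone; inactives centre near 13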
HSF-1 act – HSF-1 activators, primary screen, NIH3T3-HGL cells, MG132 stress, luminescence, single point; NIH3T3-HGL HSF-1 luciferase reporter, 8 h; 100% = twice DMSO control signal; activation, % at 9 µM; actives 1.7% (n = 300,000); AID 504408, 2011;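 active means mean replicate activation of at least 50% with a set share of replicates each reaching 50%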;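 further: 0% = median of the neutral control wells and 100% = twice that signal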
aSyn 5UTR inh – MLPCN primary screen, SNCA 5' untranslated region; alpha-synuclein 5'UTR reporter, inhibitor activity; inhibition, % (tested at 7.5 µM); actives 0.82% (n = 300,000); AID 1813, 2009; in the data active means inhibition above about 60%;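 further: H4 neuroglioblastoma cells stably carrying SNCA 5'UTR luciferase fusion; 0% = DMSO wells and 100% = positive control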
IEC-6 tox – cytotoxicity in IEC-6 intestinal epithelial cells, primary screen, cytotoxicity control for KLF5 inhibitor project, cell-based, luminescence; actives 0.78% (n = 290,000); IEC-6 cytotoxicity, luminescence viability; AID 1825, 2009; inhibition, % at 5 µM; in the data active means inhibition above about 22%;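 further: 0% = plate median of test compound wells and 100% = cytotoxic reference compound wells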
KLF5 inh – KLF5 expression inhibitors, primary screen, DLD-1 cells, luminescence. actives 0.23% (n = 290,000). inhibition, % at 5 µM. DLD-1 KLF5 promoter-luciferase reporter. AID 1700, 2009;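 active means inhibition above a per-plate limit of that plate's mean compound inhibition plus 3 SD, cut at about 60% in these data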;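 further: 0% = DMSO wells and 100% = LY294002 at 200 µM; higher means less KLF5 promoter-driven luciferase light; inactives centre near -14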
HSP90 refold inh – HSP90 inhibitors, primary screen, cell lysate, luminescence; Heat shock protein HSP 90 (rabbit reticulocyte lysate; luciferase refolding); Rabbit reticulocyte lysate, luciferase refolding luminescence, 3 h; inhibition, % at 5.6 µM; actives 0.91% (n = 290,000);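 active means inhibition above the screen-wide mean plus 3 SD, computed separately per campaign, cut at about 16% in these data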;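 further: 0% = DMSO wells and 100% = 60 µM geldanamycin wells; inhibitors lower the luminescence because luciferase stays unfolded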
Starred values were filed as active, the others as inactive; nt = no result given.

structure,HSF1 inhib,GSK3 alpha inh,GSK3beta inhib,HIF activator,AI-2 QS mod,HSF-1 act,aSyn 5UTR inh,IEC-6 tox,KLF5 inh,HSP90 refold inh
CCOc1cnn(-c2cc(Oc3ccc(C)cc3)ncn2)c(=O)c1Cl,6,-3,1,0.0,1,12,0,-6,-21,2
CC(C)(C)c1ccccc1NC(=O)c1ccc(-n2cncn2)c([N+](=O)[O-])c1,1,nt,-3,-0.1,37,9,8,nt,nt,nt
CCn1c(SCC(=O)c2cc(C)n(-c3ccc(C(=O)OC)cc3)c2C)nnc1-c1cccnc1,-9,-4,1,0.2,15,9,-2,0,-14,1
CCOc1ccc(NC(=O)CSc2nnc(CNC(=O)c3cccs3)o2)cc1,4,-1,nt,-0.9,52,-4,22,-1,-28,-4
CN1CCN(c2nc(N3CCN(CCO)CC3)nc3ccccc23)CC1,2,1,-2,0.0,15,-1,-14,4,-9,2
CCC(=O)Nc1ccc2ccccc2c1,3,-1,0,0.1,13,3,-31,4,6,-5
CCc1nn(C(C)C(=O)N(C)Cc2ccccc2)c(=O)c2cc3occc3n12 (stereo not drawn),-1,1,-1,0.3,7,-4,10,-5,3,1
CN1CCCC(OC(=O)c2ccccc2Br)C1 (stereo not drawn),-2,5,-3,-0.2,-7,27,2,7,-27,4
CCOc1ccccc1Nc1nc2ccccc2n1C(C)C,2,-3,-1,0.0,11,-10,-13,-2,-23,4
O=C(O)c1ccc2c(=O)n3c(nc2c1)/C(=C/c1cccc(O)c1)CC3,-4,16,-2,0.3,9,-5,2,-7,-19,-5
Cc1cccn2c(=O)c(/C=C(\C#N)S(=O)(=O)c3ccccc3)c(N3CCN(Cc4ccccc4)CC3)nc12,-2,1,-2,-0.6,7,-13,-3,0,-13,-5
O=C(c1ccc(Br)s1)N1CCN(C/C=C/c2ccccc2)CC1,3,3,-1,0.3,-5,-3,-4,0,-18,0
N=Nc1c(O)n(CC(=O)Nc2ccccc2)c2ccccc12,-7,-4,2,1.4,31,-13,2,-4,-59,-1
CN(C)CCn1c(=O)n(-c2ccc(F)cc2)c(=O)c2c3c(sc21)CCCCC3,1,0,-5,1.1,18,2,-5,0,-19,4
Cc1ncc([N+](=O)[O-])n1S(=O)(=O)c1cc(Cl)ccc1Cl,3,-5,-4,-0.3,13,-4,14,5,-13,-2
COc1ccc(C2(CNC(=O)c3cc([N+](=O)[O-])cc([N+](=O)[O-])c3)CCCC2)cc1OC,-1,0,2,-0.5,32,-24,-9,-2,-8,-2
COc1ccc(OCc2cc(-c3ccc(Cl)cc3)no2)cc1,-21,-2,0,-0.2,2,-40,-32,2,3,-3
Cc1cnccc1CN(C)C(=O)CC1C(=O)NCCN1CC1CCCCC1 (stereo not drawn),-3,0,3,-0.7,14,-4,-4,-1,-16,1
CCc1ccc2c(Cl)c(C(=O)N/N=C/c3c[nH]c4ccccc34)sc2c1,-6,2,3,-0.4,39,-1,12,0,-39,-5
COc1ccc(OC)c(NC(=O)CSCc2cnn(-c3ccccc3)c2-n2cccc2)c1,-3,0,-2,-0.2,12,6,14,-5,-8,4
O=C(Nc1ccccc1C(=O)N1CCCC1)c1ccccc1,-12,-3,0,-0.3,7,-14,-12,2,6,27*
Cc1cc(C)cc(NC(=O)CSc2nc3c(c(=O)[nH]2)CN(Cc2ccc(F)cc2)CC3)c1,1,0,1,-0.8,27,-8,22,-6,-15,6
CCO[C@@H]1OC(C(=O)N2CCOCC2)=C[C@H](c2coc3ccccc3c2=O)[C@H]1CCCO,-7,1,6,-0.1,28,-6,1,2,8,8
Cc1noc(NS(=O)(=O)c2ccc(NC(=O)CSc3nc4c(cc3C#N)CCCCC4)cc2)c1C,-12,1,0,-0.3,19,-19,-6,0,-14,5
CCOc1cc(-c2nc(C)c(C(C)=O)n2O)ccc1OCC(=O)Nc1ccc(F)cc1,3,-2,5,-1.5,2,16,2,6,-21,3
COC(=O)Cn1cnc2scc(-c3ccc(C)cc3)c2c1=O,-8,1,3,1.3,40,-10,8,1,-4,2
CNC(=O)c1ccc(OC2CSC2)cc1,-4,0,-2,0.3,14,-26,6,-7,-21,6
CSc1nc2ccc(NC(=O)c3c(-c4ccccc4)noc3C)cc2s1,-24,-3,-1,-0.4,9,-35,8,2,6,-1
O=[N+]([O-])c1cccc(NC(=S)N2CCc3ccccc3C2)c1,16,-3,-1,4.0,-18,46,-120,7,-35,-4
c1ccc2c(c1)nc1n2CC2CON(C3CCCCC3)C12 (stereo not drawn),-2,-4,0,0.0,-9,-19,-6,nt,nt,nt
OC(CNC1CCCC1)COc1ccc(-c2ccccc2)cc1 (stereo not drawn),-7,2,2,-0.4,-27,-5,-5,0,-17,-1
Cc1cccc(NC(=O)c2cc3ccccc3oc2=O)c1,20,-1,0,4.2,23,30,-25,0,-101,20*
Cc1cc(=O)n2[nH]c(N)c(N=Nc3ccccc3F)c2n1,-8,1,0,-0.4,31,24,-15,0,-7,1
CC[C@@H]1[C@H]2CCCC(=O)N3CC[C@@H](C[C@H]1O)[C@@H]23,-3,0,3,-0.1,8,-11,32,nt,nt,nt
COc1ccc(CNC(=O)OCCN2CCN(Cc3ccccc3)CCC2=O)cc1,0,0,-3,-0.2,9,-10,2,-1,9,-6
COc1cccc(N(CC(=O)NC2CC3CCC2C3)S(=O)(=O)c2ccccc2)c1 (stereo not drawn),-1,1,-1,0.7,7,-12,11,5,-1,1
CCN1CCN(C(=S)c2ccc(OCC(=O)Nc3ccc(OC)cc3)cc2)CC1,-1,3,-2,-0.2,8,-12,15,2,-13,-1
Cc1c(C(=O)N(Cc2ccccc2)Cc2cccnc2)cnn1-c1ccc(F)cc1,2,0,-1,-0.2,-2,2,4,3,-8,5
CCCN1C(=O)/C(=C/c2ccc3c(c2)OCO3)NC1=S,10,nt,1,-0.8,-15,21,14,-9,-35,2
CC1(C)CC(NC(=S)NCc2ccc3c(c2)OCO3)CC(C)(C)N1,-2,0,-4,-0.1,37,-3,-11,-5,-23,-1
CCCCN(C(=O)c1ccccc1OCc1ccc(F)cc1)c1c(N)n(CCC)c(=O)[nH]c1=O,8,-2,0,-12,10,9,-7,0,5,-2
CC1(C)CC(=O)C=C(NNC(=O)C2CCCCC2)C1,1,0,2,0.5,28,-9,-6,3,-23,4
COc1ccc(C(=O)N/N=C/c2ccc(OC(=O)c3cccs3)cc2)cc1,3,2,-1,0.2,17,13,-43,-7,-16,-2
O=C(CSc1nc2ccccc2o1)NCC1CCCO1 (stereo not drawn),-2,-2,2,-0.1,8,-22,-18,nt,nt,nt
COc1ccc(NC(=O)CSc2nc3c(sc4ccccc43)c(=O)n2CCCN2CCCC2)cc1,-3,2,4,1.4,0,-1,-21,1,-36,7
COc1ccccc1C(=O)NNC(=O)c1ccc(C)cc1,-11,-2,0,0.9,4,-1,-57,4,-46,8
CCOC(=O)Cc1nnc(NC(=O)COc2ccc(F)cc2)s1,5,1,2,-0.3,1,31,36,2,-34,6
O=C(/C=C/c1ccc2c(c1)OCCCO2)c1ccccc1O,16,0,4,2.9,14,12,-311,-3,-175,0
O=C(C=C=Nc1ccccc1)C(=O)N=C=Cc1ccccc1,170,0,-3,2.3,-3,224*,-19,5,-4,4
CC(C)Cn1c(=O)c2ccccc2n2c(CCC(=O)NCc3ccccn3)nnc12,-8,-1,-2,0.1,38,-5,0,-2,-10,-4

Continuation:
structure,HSF1 inhib,GSK3 alpha inh,GSK3beta inhib,HIF activator,AI-2 QS mod,HSF-1 act,aSyn 5UTR inh,IEC-6 tox,KLF5 inh,HSP90 refold inh
COc1ccc(C2=NN(C(=O)CSc3nc(=O)n4cc(C)ccc4n3)C(c3ccc(C)cc3)C2)cc1 (stereo not drawn),6,-3,-3,0.2,13,5,17,nt,nt,nt
COc1cccc(C(=O)Nc2ccc(NC(=O)c3ccco3)cn2)c1,14,1,3,1.2,6,0,-135,-2,-14,0
CCOC(=O)N1CCC(NC(=O)c2ccc(CS(=O)c3cccc(C)c3)o2)CC1 (stereo not drawn),-3,0,0,-0.5,11,-14,-22,3,-22,-2
O=C(CCc1nnc(C2(c3ccc(Cl)cc3)CCC2)o1)NCCCn1cccn1,nt,1,0,nt,2,nt,-12,3,8,-1
COCCCN1C(=O)C(O)=C(C(=O)c2ccc(C)o2)C1c1cccc(Br)c1 (stereo not drawn),-3,-3,2,0.2,20,4,7,0,-23,1
COc1ccc(N(C(=O)Cn2nnc(-c3ccc(Cl)cc3)n2)C(C(=O)NCC2CCCO2)c2ccncc2)cc1 (stereo not drawn),-1,0,1,0.0,15,21,4,-5,-3,0
O=C(Nc1ccc(F)cc1)C1(S(=O)(=O)c2ccc(Cl)cc2)CC1,-5,1,nt,1.4,nt,-8,-9,0,-30,1
O=C(COc1ccccc1)N1CCN(C(=O)c2ccccc2F)CC1,-10,1,2,0.1,20,-15,-8,4,-11,-2
COc1cccc(N2[C@@H](CC(C)=O)c3ccc(/C=C/C(C)=O)cc3S2(=O)=O)c1,-3,1,2,1.1,8,-8,-26,nt,nt,nt
c1ccc(CSc2nnc3ccc(-c4ccncc4)nn23)cc1,-4,3,1,-0.3,9,-10,0,4,-8,2
CN(Cc1ccccc1)c1nc2c(c(=O)[nH]c(=O)n2C)n1Cc1ccccc1Cl,29,-1,-1,-0.1,12,78*,31,1,-44,0
CCOC(=O)C1CCN(C/C=C/c2ccccc2[N+](=O)[O-])CC1,-11,-2,-1,1.1,13,-2,4,7,4,4
Cc1ccc(C(=O)N2CCN(c3cnn(C)c(=O)c3Cl)CC2)cc1,-4,-3,6,0.1,1,18,15,-4,11,2
O=C1CC(NC(=O)C(F)(F)F)c2cc3c(cc21)OCO3 (stereo not drawn),6,1,-1,-1.4,18,43,-17,1,-4,1
O=C(CC1C(=O)NCCN1C/C=C/c1ccccc1)NCCc1cnccn1 (stereo not drawn),-2,2,-4,0.3,23,0,-26,-3,-18,-5
CCN1CCN(Cc2ccc(NC(=O)Nc3ccc(OC)cc3)cc2)CC1,-1,-2,1,nt,0,15,-74,-6,-50,-3

Compounds as they come; any-hit rate near 4.7%.
